G9a block – blocks human histone lysine methyltransferase G9a | Potency, µM (highest dose often 102 µM), inactives show top-dose activity, negative = inhibition, actives largely listed as inhibitors | G9a H3K9 monomethylation, AlphaScreen, 2 h | AID 504332 | 350,000 tested, 8.8% active | Q96KQ7; also: potency is read from the fitted curve at half-maximal effect; % is scaled to controls: 0 for no effect and ±100 for the full control effect; nearly all actives have a fitted effect of over 75% in size
Target sequence (Q96KQ7 913-1193 limits assumed): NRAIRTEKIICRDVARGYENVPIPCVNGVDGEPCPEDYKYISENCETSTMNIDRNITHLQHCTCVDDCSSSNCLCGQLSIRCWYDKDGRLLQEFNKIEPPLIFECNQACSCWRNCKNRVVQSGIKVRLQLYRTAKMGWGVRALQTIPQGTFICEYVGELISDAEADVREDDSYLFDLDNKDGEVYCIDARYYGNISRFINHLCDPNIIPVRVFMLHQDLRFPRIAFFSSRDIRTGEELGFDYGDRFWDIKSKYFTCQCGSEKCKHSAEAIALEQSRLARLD
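G9a (20 nM) preincubated 15 min RT with compounds, then 500 nM biotinylated H3K9 peptide and 20 uM SAM added; 2 h RT reaction. Monomethyl-H3K9 product detected by AlphaScreen with anti-H3K9me1 antibody, streptavidin donor and anti-rabbit IgG acceptor beads.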
HP1b chromo inh – HP1-beta chromodomain-methylated histone interaction inhibition; P83916; AlphaScreen HP1-beta / biotin-H3K9me3 peptide binding; Potency, µM (doses to about 114 µM), inactives show at the highest dose activity change, negative = inhibition, most hits filed as inhibitors; 390,000 tested, 0.56% active; AID 540317; also: potency is read from the fitted curve at half-maximal effect; nearly all actives have a fitted effect of over 70% in size; inactives centre near 23
Target sequence (P83916 whole entry, looked up): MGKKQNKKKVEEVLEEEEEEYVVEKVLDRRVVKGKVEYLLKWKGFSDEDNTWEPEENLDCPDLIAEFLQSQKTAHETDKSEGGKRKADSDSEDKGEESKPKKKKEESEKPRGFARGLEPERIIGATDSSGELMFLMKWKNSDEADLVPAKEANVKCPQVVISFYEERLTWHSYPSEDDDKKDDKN
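AlphaScreen: HP1-beta (50 nM) preformed 30 min with biotin-H3(1-18)K9me3 peptide (50 nM) in PBS pH 7.4, 0.01% Tween-20. Compound added for 30 min at RT, then streptavidin donor/nickel chelate acceptor beads (10 ug/mL) for 30 min.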
JMJD2A Tudor – JMJD2A Tudor domain (human) inhibition; O75164; AlphaScreen JMJD2A-Tudor / H3K4me3 peptide binding; Potency, µM (series often up to 114 µM), inactives show at the highest dose activity change, negative = inhibition, hits mostly inhibitors; 390,000 tested, 4.4% active; AID 504339; also: potency is read from the fitted curve at half-maximal effect; % is scaled to controls: 0 for no effect and ±100 for the full control effect; nearly all actives have a fitted effect of over 50% in size
GLS inhibitor – blocks human kidney-isoform glutaminase activity; GLS enzymatic activity, qHTS titration; Potency, µM (highest dose often 45.5 µM), without a hit: at the top dose activity change, negative = inhibition, actives largely listed as inhibitors; 410,000 tested, 0.21% active; AID 624170; also: potency is read from the fitted curve at half-maximal effect; % is scaled to controls: 0 for no effect and ±100 for the full control effect
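Two-point fluorescence kinetic (t0, 30 min RT) for hKGA; glutamate detected via glutamate oxidase–HRP–Amplex Red. Substrate: 1 mM L-glutamine solution; buffer 45 mM KH2PO4, pH 8.2.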
PGK inhibitor – T. brucei PGK inhibition. P07378. PGK/GAPDH coupled, Kinase-Glo luminescence, 60 min. Potency, µM (doses to about 57.5 µM), inactives show top-dose activity change, negative = inhibition, usual class: inhibitors. 380,000 tested, 0.043% active; also: potency is read from the fitted curve at half-maximal effect; % is scaled to controls: 0 for no effect and ±100 for the full control effect; nearly all actives have a fitted effect of over 60% in size
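Recombinant glycosomal PGK reaction used 1,3-bisphosphoglycerate generated in-well by GAPDH (100nM final) in 100mM TEA pH 7.6, 5mM MgCl2, 0.01% Tween-20. After 60 minutes at room temperature, ATP was read by Kinase-Glo Plus luminescence end-point.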
Pin1 inh – inhibitors of human Pin1; Q13526; Pin1 FP peptide displacement, HiFluor488, 10 min; Potency, µM (titrated, usually from 115 µM), inactives show at the highest dose activity, negative = inhibition, most hits filed as inhibitors; 390,000 tested, 0.009% active; active = well fitted inhibition curve with a large enough effect in the polarisation, with a control signal flat, not every such curve was filed as active; inconclusive = small, poorly fitted or top-dose-only effect, or effect the other way, or a change in a side signal; inactive = no such curve, though single readings can be large or run the other way; the % refers to the polarisation; also: potency is read from the fitted curve at half-maximal effect; % is scaled to controls: 0 for no effect and ±100 for the full control effect
BAZ2B block – inhibitors of human BAZ2B bromodomain. Q9UIF8. AlphaScreen BAZ2B-H3K14Ac peptide displacement. Potency, µM (highest dose often 114 µM), for inactives: top-dose activity change, negative = inhibition, most hits filed as inhibitors. 360,000 tested, 4.4% active. AID 504333; also: potency is read from the fitted curve at half-maximal effect; % is scaled to controls: 0 for no effect and ±100 for the full control effect; nearly all actives have a fitted effect of over 60% in size
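In this displacement format the biotinylated H3(5-23) peptide acetylated at Lys14 serves as ligand at 50 nM, with BAZ2B at 50 nM in PBS pH 7.4 containing 0.01% Tween-20. Donor and acceptor beads are 10 ug/mL final.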
ERG Ets-DNA blk – blocks human ERG Ets domain binding to DNA. fluorescence polarization, His-ERG Ets domain / labelled DNA. Potency, µM (titrated, usually from 76.9 µM), for inactives: top-dose FP activity, negative = inhibition, usual class: inhibitors. 370,000 tested, 0.028% active; active = well fitted inhibition curve with a large enough effect in the polarisation, with a control signal flat; inconclusive = small, poorly fitted or top-dose-only effect, or effect the other way, or a change in a side signal; inactive = no such curve, though single readings can be large or run the other way; the % refers to the polarisation;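 also: polarization taken with two DNA probes labelled with fluorescein and Texas red; potency is read from the fitted curve at half-maximal effect; % of control where 0% means no effect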
Target sequence (P11308 whole entry, looked up, the tested form may be a part): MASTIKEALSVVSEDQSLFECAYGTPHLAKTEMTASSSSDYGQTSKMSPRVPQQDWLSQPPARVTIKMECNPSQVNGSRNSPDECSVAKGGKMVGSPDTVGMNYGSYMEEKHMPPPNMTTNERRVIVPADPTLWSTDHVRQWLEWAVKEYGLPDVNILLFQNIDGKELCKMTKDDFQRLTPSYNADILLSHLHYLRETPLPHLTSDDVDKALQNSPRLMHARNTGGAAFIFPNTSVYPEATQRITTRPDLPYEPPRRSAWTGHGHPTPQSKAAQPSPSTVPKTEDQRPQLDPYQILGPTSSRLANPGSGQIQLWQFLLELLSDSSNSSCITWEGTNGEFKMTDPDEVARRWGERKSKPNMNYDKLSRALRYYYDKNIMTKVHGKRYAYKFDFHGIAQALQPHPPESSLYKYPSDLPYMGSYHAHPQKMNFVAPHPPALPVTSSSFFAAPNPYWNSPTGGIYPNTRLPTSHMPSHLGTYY
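His-tagged ERG Ets domain (1 uM in the protein solution; 300mM KCl, 50mM Tris-HCl, 1mM EDTA, 1mM DTT, pH 7.5) received compound, then a probe mix of 5 nM fluorescein-DNA and 100nM Texas-615-DNA. Fluorescence polarization was read for both dyes.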
PI4K2A inh – inhibitors of human PI4K2A; purified PI4K2A, ADP-Glo luminescence, 1 h; active compounds read low; activity change, negative = inhibition, % at 76.9 µM; 420,000 tested, 0.13% active; in the data active = activity change below about -50%; inconclusive = mostly about -30% to -49%;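 also: -100% = wells without enzyme as full effect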
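PI4K2A activity was measured by ADP-Glo luminescence: enzyme (4 ug/mL stock) and phosphatidylinositol (1.2 mM stock) in Tris pH 7.5/MgCl2/EGTA/Triton X-100 buffer were reacted with ATP (300 microM stock) for one hour at ambient temperature.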
* marks the source's active call; other numbers are inactive results; i = inactive; ? = inconclusive; / = no result given; [ ] = remark or other dose. Unless noted, calls follow the shape of the dose curve; as a rule, active = well fitted curve in the direction sought with a large enough effect; inconclusive = small, poorly fitted or top-dose-only effect, or another doubt; inactive = no such curve, though single readings can be large; an effect the other way counts as inactive or inconclusive.

structure,G9a block,HP1b chromo inh,JMJD2A Tudor,GLS inhibitor,PGK inhibitor,Pin1 inh,BAZ2B block,ERG Ets-DNA blk,PI4K2A inh
COC(=O)[C@]1(C)N[C@H](CN(C)C(=O)Nc2ccc(OC)cc2)[C@@H]2C(=O)N(Cc3ccccc3)C(=O)[C@@H]21,/,77.7%[activator],-12.2%,24.8%,-3.3%,1.9%,/,5.2%,-0.8
CCN(Cc1ccccc1)c1ncnc2c1cnn2-c1ccc(F)cc1,40.0%[activator][59 µM],100.4%[activator],56.3%[activator],0.7%,3.8%,-1.1%,82.9%[activator],-2.7%,0.6
CCCn1c(NC(=O)c2cccc(S(=O)(=O)N3CCCC3)c2)nc2ccccc21,28.7%,42.0%,1.5%,0.8%,-6.7%,21.1%,25.3%,5.2%,-0.6
COc1ccc(S(=O)(=O)N2CCCCC2)cc1NC(=O)CNc1ccccc1C(C)=O,-14.4%[12.7 µM],35.8%,-14.6%,-0.6%,4.0%,1.1%,7.1%,0.4%,1.6
Cc1oc(C(=O)O)cc1COc1ccc2c3c(c(=O)oc2c1)CCC3,?,21.3%,-5.3%,/,-15.0%,9.0%,-35.8%,1.2%,-13.7
Cn1cccc1/C=C1\SC(=S)N(NC(=O)c2cccc(Cl)c2)C1=O,22.4µM*,?,28.2µM*,-4.4%,-0.7%,?,28.2µM*,-14.4%,1.6
COC(=O)c1ccc(OCCN2C3=NCCN3c3ccccc32)cc1,?,22.6%,-11.1%,14.0%,-3.4%,-1.7%,-14.7%,3.5%,1.3
CN(C)CCN(CC1CCCN(Cc2ccccc2F)C1)C(=O)c1ccc(Cl)cc1 (stereo unspecified),-4.3%,14.1%,-24.0%,2.8%,3.5%,-6.6%,-8.3%,-4.5%,-3.6
CCOc1ccc(NC(=O)Cn2c(C)ccc(C#N)c2=O)cc1,5.5%[59 µM],9.6%,-12.3%,5.9%,i,-2.1%,0.9%,-0.8%,1.6
CCCc1cc(=O)[nH]c(SC(C)C(=O)N2c3ccccc3CC2C)n1 (stereo unspecified),?,63.1%[activator],-9.5%,4.3%,i,3.3%,16.4%,-3.8%,-8.4
Cc1cccc(CN2CCCC(C(=O)Nc3ccccc3Oc3cccnc3)C2)c1 (stereo unspecified),/,26.3%,-17.9%,13.0%,-8.1%,-8.6%,-8.4%,-6.7%,-2.2
CC(=O)N(C)c1ccc(N=Nc2ccc3ncccc3c2)cc1,/,6.6%[57 µM],?,0.0%,-16.7%,-9.0%,/,-4.8%,-2.3
S=c1nc(C2CCCCC2)[nH]c2ccccc12,16.2%,32.7%,-16.3%,5.0%,2.5%,0.2%,-9.5%,0.6%,0.7
Cc1c(C(=O)OCC(=O)N2CC(C)CC(C)C2)oc2ccccc12 (stereo unspecified),-2.5%,35.5%,3.9%,-8.0%,-3.5%,-3.6%,1.0%,-3.2%,-15.1
O=C(CN(C(=O)CCC(=O)Nc1ccccn1)c1ccc(F)cc1)NCc1ccc(F)cc1,23.7%,19.8%,-3.9%,0.4%,-9.6%,1.4%,-5.1%,2.1%,-2.1

Next part
structure,G9a block,HP1b chromo inh,JMJD2A Tudor,GLS inhibitor,PGK inhibitor,Pin1 inh,BAZ2B block,ERG Ets-DNA blk,PI4K2A inh
CC1CCCCN1C(=O)CSc1nnc(-c2cccnc2)n1C1CCCCC1 (stereo unspecified),14.3%,19.1%,-6.4%,0.2%,-0.4%,6.1%,-5.0%,-0.1%,0.6
N#Cc1c(NC(=O)c2cc([N+](=O)[O-])ccc2N2CCOCC2)sc2c1CCCC2,?,-22.9%,?,-5.6%,i,0.2%,56.2µM*,-4.1%,-0.4
CCOc1ccc(NC(=O)c2cc(C)nc3c2c(C)nn3-c2cccc(F)c2)cc1,-6.8%[59 µM],22.0%,4.5%,2.6%,1.5%,-0.7%,9.0%[57.1 µM],-2.5%,1.5
Cc1cc(NC(=O)C(C)SCC(=O)O)no1 (stereo unspecified),-16.9%,12.8%,-5.3%,2.5%,1.4%,-1.4%,-18.4%,2.2%,0.6
O=C(/C=C/Nc1ccccc1C(F)(F)F)c1ccco1,?,4.5%,-23.7%,-4.5%,6.0%,8.9%,-31.0%,-7.0%,-3.9
COc1ccccc1C(=O)Nc1nc(C)cc(C)n1,/,24.5%,3.4%,-2.3%,-5.9%,-5.7%,/,-0.2%,0.0
CN(C(=S)Nc1ccccc1)c1ccccc1,-10.2%,2.0%,20.5%,4.7%,-7.8%,4.1%,-19.6%,0.0%,-3.2
COc1ccccc1-c1c(C)nn2c(N3CCN(Cc4ccccc4)CC3)cc(C)nc12,-10.1%,30.2%,-16.3%,-1.5%,4.1%,1.0%,-6.3%,6.9%,3.7
COc1ccc(-c2oc3ccccc3c2C#Cc2cncn2C)cc1,10.0%[0.501 µM],24.5%,?,0.4%,-1.3%,2.1%,-38.8%,-7.6%,-3.4
C=CCn1c(O)c(C2=c3ccccc3=NC2=O)s/c1=N/c1nccs1,?,-0.7%,-24.1%,-15.9%,-0.9%,9.4%,-32.9%,2.6%,-8.9
Cc1cc(C)nc(NS(=O)(=O)c2ccc(NC(=O)COc3ccc(Cl)cc3C)cc2)n1,10µM*,39.6%[activator],-10.3%,-0.3%,-0.6%,?,5.4%[57.1 µM],-2.9%,1.3
CCOC(=O)C1CCN(C(=O)COc2ccc(Cl)cc2C)CC1,8.8%[12.7 µM],42.5%,6.3%,-4.3%,-4.1%,7.2%,10.3%,-7.2%,11.3
CCN(CC)C(=O)c1oc2ccc(S(=O)(=O)N3CCCCCC3)cc2c1C,-1.1%[59 µM],33.4%[activator],15.1%,-1.4%,i,-0.2%,9.4%,0.2%,7.8
COC(=O)c1cc(CSc2nc3ccccc3c(=O)n2C)oc1C,8.8%,-13.8%,-7.1%,4.9%,-4.0%,-1.4%,-18.4%,3.3%,-1.1
O=C(CSc1nnc(-c2ccccc2)c2ccccc12)NCCN1C(=O)CSC1=O,?,24.4%,-35.3%,0.9%,9.0%,0.4%,-30.4%,-8.3%,3.1

The results go on:
structure,G9a block,HP1b chromo inh,JMJD2A Tudor,GLS inhibitor,PGK inhibitor,Pin1 inh,BAZ2B block,ERG Ets-DNA blk,PI4K2A inh
COc1cccc(OCCOc2cccc(/C=N/n3cnnc3)c2)c1,8.9%[12.7 µM],10.7%,-31.9%,3.4%,-8.5%,-4.0%,-6.6%,4.7%,-4.0
CCCc1cc(-c2n[nH]c(C(=O)OCC)c2-c2cscn2)c(O)cc1O,/,19.6%,-27.6%,11.4%,5.6%,4.0%,-31.0%,-2.4%,0.0
C/C(=N\NS(=O)(=O)c1cccc([N+](=O)[O-])c1)c1cc2ccccc2o1,12.6µM*,9.5%,?,15.4%,-3.3%,8.1%,?,-4.1%,-1.7
Cc1ccc(-c2cc(C(=O)Nc3cc(C(=O)O)ccc3C)c3ccccc3n2)cc1,?,36.7%[activator],-9.8%,1.6%,-8.3%,-1.7%,-0.4%,9.0%,-1.2
Nc1ccccc1-c1n[nH]c(=S)s1,0.631µM*,?,28.2µM*,-4.3%,-4.4%,-4.4%,?,0.3%,-4.2
Cn1nc(CC(=O)Nc2ccc3c(c2)OCCO3)c2ccccc2c1=O,13.2%[12.7 µM],30.5%,-3.1%,-3.5%,-2.5%,0.8%,-0.4%,11.7%,-3.2
CCOC(=O)c1cc(-c2csc(-c3ccc(C(C)(C)C)cc3)n2)on1,/,101.3%[activator],30.2%,5.3%,i,9.2%,15.0%,2.9%,0.5
CNc1snc(C)c1C(=O)OC(C)C(=O)NCc1ccccc1 (stereo unspecified),?,27.4%,?,4.2%,i,-8.1%,-5.6%,-4.1%,-1.2
N=C1CCCN1CC(=O)c1cccs1,-11.2%,29.1%,-7.3%,-28.9%,4.4%,4.6%,-12.4%,-0.1%,-1.4
CS(=O)(=O)N(CC(=O)N1CCC(C(N)=O)CC1)c1ccc(Cl)c(C(F)(F)F)c1,-4.8%[12.7 µM],29.1%,-17.3%,-10.7%,13.7%,6.0%,11.9%,2.6%,3.4
CCc1cc(SC#N)ccc1N,-43.9%,38.4%[activator],-7.1%,-5.4%,i,1.1%,2.6%,11.5%,-5.6
CC(C)=CCc1cc([C@@H]2COc3c(ccc4c3C=CC(C)(C)O4)C2)c(O)cc1O,/,-9.0%,?,15.4%,1.0%,0.7%,/,12.0%,-1.3
CC(C)NC(=S)NN=C1CCCCCCCCCCC1,?,?,?,-11.5%,-0.6%,-3.1%,35.5µM*,-11.7%,1.3
Cc1cc(/C=N/NC(=O)c2c(Br)cnn2C)c(C)n1-c1cccc(Br)c1,?,?,?,7.7%,i,14.0%,28.2µM*,13.7%,3.2
NNC(=O)Cc1csc(-c2ccccc2)n1,?,42.9%[activator],7.6%,-6.5%,-4.2%,-14.0%,-19.4%,-6.0%,-11.2
CCOC(=O)/C=C1\SCC(=O)N1CC(=O)N1CCOCC1,4.2%,34.6%,-7.3%,4.3%,4.9%,10.9%,1.4%,-4.5%,0.4
CCOC(=O)c1c(C)n(C)c2cc(-c3ccc(F)cc3)c(O)cc12,?,23.1%,-7.6%,0.4%,-0.8%,-2.3%,-0.3%,-9.8%,1.1
